Assay outcomes as filed in PubChem.
MEKK2 WT-MEK5: raises or lowers MEK5 binding to wildtype human MEKK2 PB1 domain | Q9Y2U5 | bead flow cytometry, Alexa488-MEK5 binding to MEKK2 WT; actives lie on both sides | 290,000 tested, 1.1% active | AID 1531 | binding response (% of control), % at 10 µM; in the data active = binding response below about 67% or above about 130%
GPR7 antagonist: blocks human GPR7 receptor signaling | P48145 | GPR7-expressing cells, fluorescence antagonist assay | inhibition, % at 4.4 µM | 290,000 tested, 1.1% active | AID 1861; in the data active = inhibition above about 16%, passing the limit was not always enough;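 also: cells stimulated with the agonist NPW; 0% = agonist with vehicle and 100% = vehicle without agonist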
OXTR agonist: activates the human oxytocin receptor. P30559. CHO-OTR cells, Fluo-8 calcium fluorescence; normalized: DMSO 0%, oxytocin 100%. activation, % at 3 µM. 320,000 tested, 0.32% active. AID 2435;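 active = activation above the mean of all tested compounds plus 3 SD, cutoff set per screening run, cut at about 20% in these data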;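 also: peak over basal fluorescence ratio from a 100 s FLIPR kinetic read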
PHOSPHO1 block: blocks human PHOSPHO1 phosphatase activity; Q8TCT1; 290,000 tested, 1.1% active; recombinant PHOSPHO1, absorbance phosphatase assay; inhibition, % at 13.3 µM; in the data active = inhibition above about 60%
Target sequence (Q8TCT1 whole entry, looked up): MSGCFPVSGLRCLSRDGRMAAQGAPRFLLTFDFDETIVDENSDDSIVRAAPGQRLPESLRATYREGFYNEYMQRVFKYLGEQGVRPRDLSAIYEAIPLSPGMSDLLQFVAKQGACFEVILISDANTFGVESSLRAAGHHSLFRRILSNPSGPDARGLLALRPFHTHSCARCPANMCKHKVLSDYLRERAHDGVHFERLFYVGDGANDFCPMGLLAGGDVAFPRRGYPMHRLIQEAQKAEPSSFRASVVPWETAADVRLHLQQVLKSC
MEKK2mut PB1 HTS: signal of MEK5 binding to mutant human MEKK2 PB1 domain. 290,000 tested, 0.35% active. bead flow cytometry, Alexa488-MEK5 binding to MEKK2 mutant. percent response, % at 10 µM. AID 1530; in the data active = percent response above about 24%, passing the limit was not always enough; also: inactives centre near 1; some results filed as inactive read as strong as hits; reference of the scale not given here
V1aR counter: counter-screen for oxytocin receptor agonists: human V1a receptor agonists. CHO-V1R cells, Fluo-8 calcium fluorescence, agonist mode; 0% DMSO, 100% 3 nM vasopressin. activation, % at 3 µM. 320,000 tested, 0.25% active. AID 2797;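 active = activation above the mean activation of all tested compounds plus 3 SD, per screening run, cut at about 20% in these data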;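 also: signal is peak over basal fluorescence ratio across a 100 second FLIPR read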
Target sequence (P37288 whole entry, looked up): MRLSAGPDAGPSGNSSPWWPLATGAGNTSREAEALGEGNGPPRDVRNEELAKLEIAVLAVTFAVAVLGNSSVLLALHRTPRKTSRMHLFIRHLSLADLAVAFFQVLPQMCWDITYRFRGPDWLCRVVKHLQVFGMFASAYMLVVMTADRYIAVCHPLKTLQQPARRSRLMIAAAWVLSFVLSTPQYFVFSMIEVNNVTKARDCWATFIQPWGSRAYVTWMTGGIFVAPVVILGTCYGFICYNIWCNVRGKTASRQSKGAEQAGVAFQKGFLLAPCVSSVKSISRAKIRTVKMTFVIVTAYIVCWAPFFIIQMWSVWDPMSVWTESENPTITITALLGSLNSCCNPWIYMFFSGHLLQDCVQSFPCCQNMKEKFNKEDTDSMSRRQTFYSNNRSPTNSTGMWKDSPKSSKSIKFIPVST
MEKK3 PB1 HTS: MEKK3-MEK5 PB1 interaction, increase or decrease. Q99759. bead-based flow cytometry, Alexa488-MEK5 binding to MEKK3; actives lie on both sides; 0 = blocked by unlabeled MEK5, 100 = vehicle. binding response (% of control), % at 10 µM. 290,000 tested, 1.4% active. AID 1529;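 active = binding response more than 3 SD above or below the average of its plate-row segment, actives on both sides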;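 also: Alexa488 bead fluorescence after subtracting the streptavidin-only scavenger bead signal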
NALP1 inh: NALP1 inhibition. S. cerevisiae NALP1/ASC/caspase-1 growth, X-gal OD620, 72 h. inhibition, % at 10 µM. 280,000 tested, 0.61% active; in the data active = inhibition mostly above about 24%, no sharp cut-off; inactive = mostly below about 32%; also: some compounds called inactive have numbers as strong as hits
GalR3 antagonist: antagonists of human GalR3 | 360,000 tested, 0.44% active | HEK293 GalR3-CNG cAMP membrane potential fluorescence; galR3 body fused to GalR1 C-terminus | inhibition, % at 3 µM | O60755 | AID 651719;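 active = inhibition above the screen-wide average plus 3 SD, cut at about 13% in these data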;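 also: forskolin and galanin both at EC90 stimulate the cells; cAMP rise reported by CNG channel membrane potential dye signal; 0% = forskolin plus galanin with DMSO and 100% = forskolin alone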
Target sequence (O60755 1-299 limits assumed): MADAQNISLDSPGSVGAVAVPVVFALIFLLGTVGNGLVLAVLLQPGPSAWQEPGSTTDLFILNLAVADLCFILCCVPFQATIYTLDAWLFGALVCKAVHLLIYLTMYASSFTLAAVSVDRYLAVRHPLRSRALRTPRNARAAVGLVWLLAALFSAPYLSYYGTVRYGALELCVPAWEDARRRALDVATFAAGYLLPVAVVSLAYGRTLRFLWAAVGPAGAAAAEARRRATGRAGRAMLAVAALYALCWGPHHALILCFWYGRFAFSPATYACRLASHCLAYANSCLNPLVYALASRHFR
The depositor's hits bear a star; [ ] = another dose, or the depositor's remark.

C[C@@H](C(=O)NCc1ccccc1)[C@H]1C[C@]1(C)[C@H](NC(=O)OCc1ccccc1)c1ccccc1 was read as MEKK2 WT-MEK5 98, GPR7 antagonist 17, OXTR agonist -0.9, PHOSPHO1 block 1, MEKK2mut PB1 HTS -5, V1aR counter -0.2, MEKK3 PB1 HTS 104, NALP1 inh 21 and GalR3 antagonist -9.
`Cc1cc(C)c2c(c1)NC(C(=O)O)C1CC=CC21` (configuration not stated) gave MEKK2 WT-MEK5 92, GPR7 antagonist 11, OXTR agonist -0.4, PHOSPHO1 block 45, MEKK2mut PB1 HTS -8, V1aR counter 0.6, MEKK3 PB1 HTS 98, NALP1 inh 10 and GalR3 antagonist -6.
Cc1onc(-c2ccccc2)c1CNC(=O)CN1C(=O)c2ccccc2C1=O was read as MEKK2 WT-MEK5 97, GPR7 antagonist -11, OXTR agonist 0.1, PHOSPHO1 block 3, MEKK2mut PB1 HTS -1, V1aR counter -0.6, MEKK3 PB1 HTS 98, NALP1 inh 3 and GalR3 antagonist 2.
Screening O=C(NC1CCN(C(=O)N2c3ccccc3Sc3ccccc32)CC1)c1ccccc1Cl returned GPR7 antagonist 9, OXTR agonist 7.1, PHOSPHO1 block 47, V1aR counter 6.2, NALP1 inh 8 and GalR3 antagonist -5.
Screening NC(=O)c1sc2nc3c(c(-c4ccc(Cl)cc4)c2c1N)CCCC3 returned MEKK2 WT-MEK5 98, GPR7 antagonist -10, OXTR agonist -0.6, PHOSPHO1 block 52, MEKK2mut PB1 HTS 1, V1aR counter -0.6, MEKK3 PB1 HTS 101, NALP1 inh 17 and GalR3 antagonist -4.
`CCN(CC)S(=O)(=O)c1ccc(NC(=O)c2cccnc2Cl)c(NC(=O)c2cccnc2Cl)c1` gave MEKK2 WT-MEK5 95, GPR7 antagonist 5, OXTR agonist -0.9, PHOSPHO1 block -8, MEKK2mut PB1 HTS -2, V1aR counter -0.3, MEKK3 PB1 HTS 95, NALP1 inh -7 and GalR3 antagonist 2.
Cc1c(Nc2nc3ccccc3n3cnnc23)cccc1[N+](=O)[O-] was read as MEKK2 WT-MEK5 111, GPR7 antagonist -10, OXTR agonist 0.3, PHOSPHO1 block 24, MEKK2mut PB1 HTS 11, V1aR counter 1.8, MEKK3 PB1 HTS 107, NALP1 inh 10 and GalR3 antagonist -9.
For Cc1ccc(NC(=O)CCC(=O)NNS(=O)(=O)c2ccccc2)cc1C the results were MEKK2 WT-MEK5 98, GPR7 antagonist 6, OXTR agonist -0.6, PHOSPHO1 block -2, MEKK2mut PB1 HTS 0, V1aR counter 0.1, MEKK3 PB1 HTS 84, NALP1 inh 4 and GalR3 antagonist -3.
CC(C)C[C@H](NC(=O)c1[nH]cnc1C(=O)N[C@@H](Cc1ccccc1)C(=O)OC(C)(C)C)C(=O)OCc1ccccc1 was read as MEKK2 WT-MEK5 96, GPR7 antagonist -27, OXTR agonist 1.7, PHOSPHO1 block -2, MEKK2mut PB1 HTS -12, V1aR counter 1.9, MEKK3 PB1 HTS 100, NALP1 inh 14 and GalR3 antagonist -3.
For Cc1c(C)[n+](=O)c2c(n1[O-])CCC2 the results were MEKK2 WT-MEK5 103, GPR7 antagonist -13, OXTR agonist 0.7, PHOSPHO1 block 19, MEKK2mut PB1 HTS 3, V1aR counter -0.1, MEKK3 PB1 HTS 106, NALP1 inh 1 and GalR3 antagonist -2.
`COc1ccc(-n2nnnc2SCC(N)=O)cc1` gave MEKK2 WT-MEK5 96, GPR7 antagonist -11, OXTR agonist 0.4, PHOSPHO1 block 4, MEKK2mut PB1 HTS -2, V1aR counter 0.6, MEKK3 PB1 HTS 93, NALP1 inh 12 and GalR3 antagonist -1.
O=C(Nc1nnc(-c2ccc(Cl)cc2)o1)c1nc2ccccc2s1 was read as MEKK2 WT-MEK5 102, GPR7 antagonist 8, OXTR agonist 5.2, PHOSPHO1 block -18, MEKK2mut PB1 HTS 7, V1aR counter 5.7, MEKK3 PB1 HTS 101, NALP1 inh 13 and GalR3 antagonist -1.
N#CC1=C(N)N(c2ccccc2Sc2ccccc2)C(=O)C1 was read as MEKK2 WT-MEK5 94, GPR7 antagonist -6, OXTR agonist -0.2, PHOSPHO1 block 24, MEKK2mut PB1 HTS 5, V1aR counter 0.9, MEKK3 PB1 HTS 96, NALP1 inh -4 and GalR3 antagonist 0.
Screening CC(C)c1nc2cc(C(=O)N(C)Cc3ccc(F)cc3)ccc2o1 returned MEKK2 WT-MEK5 102, GPR7 antagonist -1, OXTR agonist -0.6, PHOSPHO1 block 14, MEKK2mut PB1 HTS 3, V1aR counter 0.3, MEKK3 PB1 HTS 101, NALP1 inh 11 and GalR3 antagonist -4.
CCN(c1ccccc1)S(=O)(=O)c1ccc(C(=O)Nc2nnc(CSC)o2)cc1 was read as MEKK2 WT-MEK5 102, GPR7 antagonist -8, OXTR agonist -1.6, PHOSPHO1 block 57, MEKK2mut PB1 HTS 6, V1aR counter -0.5, MEKK3 PB1 HTS 102, NALP1 inh -16 and GalR3 antagonist -3.
`CCN(CC)S(=O)(=O)c1ccc(C(=O)NC2=C(C(=O)OC)SCC2)cc1` gave MEKK2 WT-MEK5 97, GPR7 antagonist 5, OXTR agonist -1.4, PHOSPHO1 block -67, MEKK2mut PB1 HTS 0, V1aR counter -0.6, MEKK3 PB1 HTS 100, NALP1 inh 12 and GalR3 antagonist -7.
For CC(C)n1cc(/C=C2\NC(=O)N(c3cccc(Cl)c3)C2=O)c2ccccc21 the results were MEKK2 WT-MEK5 96, GPR7 antagonist 1, OXTR agonist -0.8, PHOSPHO1 block 38, MEKK2mut PB1 HTS -4, V1aR counter 0.1, MEKK3 PB1 HTS 98, NALP1 inh -3 and GalR3 antagonist -3.
`Cc1cc(C)cc(NC(=O)c2sc3nc4n(c(=O)c3c2C)CCC4)c1` gave MEKK2 WT-MEK5 102, GPR7 antagonist -18, OXTR agonist 2.0, PHOSPHO1 block 22, MEKK2mut PB1 HTS 2, V1aR counter 4.1, MEKK3 PB1 HTS 100, NALP1 inh 13 and GalR3 antagonist 1.
`Cc1cccc(NC(=O)CN2CCSc3ccccc32)c1` gave MEKK2 WT-MEK5 104, GPR7 antagonist -7, OXTR agonist 0.6, PHOSPHO1 block -19, MEKK2mut PB1 HTS -2, V1aR counter 0.7, MEKK3 PB1 HTS 105, NALP1 inh 10 and GalR3 antagonist 0.
For Cc1cc(NC(=O)c2ccc(S(=O)(=O)N3CCOCC3)cc2)nc2c1c(=O)oc1ccccc12 the results were GPR7 antagonist -3, OXTR agonist -0.2, PHOSPHO1 block 18, V1aR counter -0.1, NALP1 inh 11 and GalR3 antagonist 0.
Screening COc1ccccc1CCc1nnc(CCC(=O)NC(C)Cn2nc(C)cc2C)o1 (configuration not stated) returned MEKK2 WT-MEK5 50, GPR7 antagonist 1, OXTR agonist -0.7, PHOSPHO1 block -3, MEKK2mut PB1 HTS -18, V1aR counter -0.2, MEKK3 PB1 HTS 37*[inhibitor], NALP1 inh -7 and GalR3 antagonist -2.
For O=c1c2ccccc2nc(SCc2cc(F)cc3c2OCOC3)n1Cc1ccco1 the results were MEKK2 WT-MEK5 98, GPR7 antagonist -18, OXTR agonist 1.6, PHOSPHO1 block -10, MEKK2mut PB1 HTS 1, V1aR counter 1.9, MEKK3 PB1 HTS 103, NALP1 inh -9 and GalR3 antagonist -5.
`COc1ccc(S(=O)(=O)n2nc(OC(=O)c3ccc(C)cc3)cc2N)cc1` gave MEKK2 WT-MEK5 87, GPR7 antagonist -5, OXTR agonist -2.1, PHOSPHO1 block -4, MEKK2mut PB1 HTS -2, V1aR counter 0.3, MEKK3 PB1 HTS 97, NALP1 inh 2 and GalR3 antagonist -1.
Screening Brc1ccccc1OCCCCCN1CCCC1 returned MEKK2 WT-MEK5 122, GPR7 antagonist -8, OXTR agonist 0.4, PHOSPHO1 block 27, MEKK2mut PB1 HTS 13, V1aR counter 0.6, MEKK3 PB1 HTS 106 and NALP1 inh 17.
For OCC1(Cc2ccccc2)CCN(CCCC2CCCC2)CC1 the results were MEKK2 WT-MEK5 94, GPR7 antagonist 8, OXTR agonist 2.5, PHOSPHO1 block -8, MEKK2mut PB1 HTS -11, V1aR counter 2.7, MEKK3 PB1 HTS 95, NALP1 inh 13 and GalR3 antagonist -4.
Screening Cc1ccc2nc(NCc3ccccc3)c(C=NCc3ccccc3)c(=O)n2c1 returned MEKK2 WT-MEK5 106, GPR7 antagonist -10, OXTR agonist 0.0, PHOSPHO1 block -8, MEKK2mut PB1 HTS 1, V1aR counter 0.1, MEKK3 PB1 HTS 106, NALP1 inh 38 and GalR3 antagonist -4.
Cc1ccccc1C(=O)Nc1ccnc(-c2ccncc2)n1 was read as MEKK2 WT-MEK5 100, GPR7 antagonist -8, OXTR agonist 0.5, PHOSPHO1 block 24, MEKK2mut PB1 HTS -1, V1aR counter -0.4, MEKK3 PB1 HTS 104, NALP1 inh -20 and GalR3 antagonist -4.
Screening CCOc1ccc(-c2nnn(CC(=O)N3CCN(c4ccc(OC)cc4)CC3)n2)cc1OCC returned MEKK2 WT-MEK5 87, GPR7 antagonist 1, OXTR agonist 4.4, PHOSPHO1 block -2, MEKK2mut PB1 HTS 0, V1aR counter 6.1, MEKK3 PB1 HTS 102, NALP1 inh 0 and GalR3 antagonist -1.
COc1ccc(C(=O)NCc2csc(C)n2)cc1OC1CCN(C(C)=O)CC1 was read as MEKK2 WT-MEK5 104, GPR7 antagonist -10, OXTR agonist 0.8, PHOSPHO1 block 15, MEKK2mut PB1 HTS 4, V1aR counter 0.5, MEKK3 PB1 HTS 98, NALP1 inh 18 and GalR3 antagonist -1.
COc1cccc2cc(C(=O)NCc3ccccc3)c(=N)oc12 was read as MEKK2 WT-MEK5 109, GPR7 antagonist -10, OXTR agonist 0.6, PHOSPHO1 block -2, MEKK2mut PB1 HTS 11, V1aR counter -0.2, MEKK3 PB1 HTS 106, NALP1 inh 16 and GalR3 antagonist -2.
`O=C(Cn1nc(-c2cccc(Cl)c2)ccc1=O)Nc1ccc(C(=O)NC2CC2)cc1` gave MEKK2 WT-MEK5 88, GPR7 antagonist 0, OXTR agonist 2.3, PHOSPHO1 block 12, MEKK2mut PB1 HTS -9, V1aR counter 1.2, MEKK3 PB1 HTS 97, NALP1 inh -5 and GalR3 antagonist 1.
Screening CCOc1ccc(S(=O)(=O)N2CCN(Cc3ccc4c(c3)OCO4)CC2)cc1Cl returned MEKK2 WT-MEK5 95, GPR7 antagonist -3, OXTR agonist -1.9, PHOSPHO1 block -26, MEKK2mut PB1 HTS -6, V1aR counter 0.1, MEKK3 PB1 HTS 99, NALP1 inh 8 and GalR3 antagonist -10.
Screening O=C(Oc1ccccc1Cl)c1ccc(-n2cncn2)nc1 returned MEKK2 WT-MEK5 95, GPR7 antagonist 12, OXTR agonist 0.9, PHOSPHO1 block 4, MEKK2mut PB1 HTS 2, V1aR counter 0.5, MEKK3 PB1 HTS 101, NALP1 inh -3 and GalR3 antagonist -6.

Fetched one by one from above (2):
`Cc1cc(C)cc(NC(=O)c2sc3nc4n(c(=O)c3c2C)CCC4)c1` gave MEKK2 WT-MEK5 102, GPR7 antagonist -18, OXTR agonist 2.0, PHOSPHO1 block 22, MEKK2mut PB1 HTS 2, V1aR counter 4.1, MEKK3 PB1 HTS 100, NALP1 inh 13 and GalR3 antagonist 1.
`CCN(CC)S(=O)(=O)c1ccc(C(=O)NC2=C(C(=O)OC)SCC2)cc1` gave MEKK2 WT-MEK5 97, GPR7 antagonist 5, OXTR agonist -1.4, PHOSPHO1 block -67, MEKK2mut PB1 HTS 0, V1aR counter -0.6, MEKK3 PB1 HTS 100, NALP1 inh 12 and GalR3 antagonist -7.
